Compound activity: PubChem, several laboratories
NCF1 inh – inhibitors of human p47phox binding; p47phox/p22phox peptide binding, fluorescence polarization, 2 h; inhibition, % at 24.7 µM; hit rate 0.53% among 220,000; P14598;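 active = inhibition above about 30%, limit read from the data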;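 also: 0% = p47phox with labelled peptide and 100% = labelled peptide alone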
PPC-1+TRAIL kill – compounds killing PPC-1 cancer cells with TRAIL present (potentiator screen, no TRAIL-free arm); hit rate 0.41% among 220,000; PPC-1 cells + TRAIL, ATPLite viability luminescence; cell killing (% activity), % at 4 µM;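 active = cell killing above 50% in the first pass at 4 µM, then a duplicate retest at 5 µM averaging 50% or more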;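 also: plate controls were cells with TRAIL plus DMSO for no effect and medium-only wells lacking cells for full effect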
zfTRPN1 agonist – agonists of zebrafish TRPN1 channel. HEK293 zebrafish TRPN1-YFP, Fluo-8 calcium fluorescence; 100% = response to 87 µM carbachol. activation, % at 3 µM. hit rate 0.18% among 220,000. AID 1424;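 active = activation above its plate's cutoff, the mean activation of test wells on that plate plus 3 SD, cut at about 19% in these data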;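 also: 0% = DMSO alone and 100% = 87 µM carbachol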
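Control set: carbachol 87 µM as high control, DMSO as low control; system: HEK293 stable line with zebrafish TRPN1-YFP; read-out: % activation versus carbachol response; detection: intracellular calcium fluorescence with Fluo-8; doses: single test compound dose, 3 µM nominal, 0.3% DMSO; schedule: dye 1 h 37 °C plus 30 min RT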
CHOP inhibitor – blocks CHOP induction under ER stress; CHO-K1 CHOP-promoter luciferase, tunicamycin-induced, 15-18 h; inhibition, % at 10 µM; hit rate 3.8% among 220,000;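 active = compounds that reduced the stress-induced luciferase reporter signal by more than about 70% of percent inhibition, limit read from the data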;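 also: 0% = tunicamycin plus vehicle and 100% = wells without tunicamycin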
EBV gp42 block – blocks Epstein-Barr virus glycoprotein 42 binding. hit rate 0.42% among 220,000. inhibition, % (tested at 21.74 µM). Q1HVG2. Fluorescence polarization binding assay, mP read-out; in the data active = inhibition above about 50%
Target sequence (Q1HVG2 whole entry, looked up): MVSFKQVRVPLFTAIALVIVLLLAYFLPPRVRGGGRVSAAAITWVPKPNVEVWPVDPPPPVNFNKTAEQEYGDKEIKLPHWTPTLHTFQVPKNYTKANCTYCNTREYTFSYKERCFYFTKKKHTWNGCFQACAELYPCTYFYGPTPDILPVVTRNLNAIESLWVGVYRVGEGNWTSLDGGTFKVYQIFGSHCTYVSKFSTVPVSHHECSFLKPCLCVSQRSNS
TNF death inh – inhibitors of TNF-alpha induced necroptosis in Jurkat FADD-/- cells; AID 463075; activation (protection from cell death), % at 10 µM; Jurkat FADD-/- TNF necroptosis rescue, ATP luminescence, 24 h; 0 = TNF only, 100 = no-TNF cells; hit rate 0.068% among 220,000;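 active = activation, meaning protection from cell death, of at least 50% relative to plate controls; inactive = activation below 50%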;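 also: necroptosis triggered by 40 ng/mL TNF-alpha added together with compound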
MDM2 E3 inh – inhibitors of human Mdm2 E3 ubiquitin ligase | cell-based MDM2 ubiquitination luciferase reporter, 2 h; 0 = plate control, 100 = twice control, blank-subtracted | signal enhancement, % at 5 µM | AID 1230 | hit rate 0.11% among 210,000 | Q00987;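 active = signal enhancement of 30% or more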;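 also: luminescence tracks abundance of the self-degrading MDM2-luciferase fusion protein; higher signal means inhibition of MDM2 E3 ligase activity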
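Assay system: stable mammalian line carrying autodegrading MDM2–luciferase fusion reporter; Input: 2000 cells in each well; Compound dosing: single-point 5 µM; Schedule: 2 h compound exposure at 37 °C; Signal: SteadyLite luciferase luminescence after 15 min room-temperature reagent incubation; Evaluation: % luminescence enhancement versus blank-corrected plate control mean; Benchmarks: plate controls and plate blanks.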
Runt-SMMHC FRET – blocks binding of human RUNX1 Runt domain to CBFb-SMMHC. hit rate 0.74% among 220,000. Q01196+Q13951. AID 1434. inhibition, % at 20 µM. Cerulean-Runt/Venus-CBFb-SMMHC FRET ratio 530/480, 1 h;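 active = mean inhibition across duplicate retests at 20 µM reaching about 50%, limit read from the data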;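 also: 0% = DMSO wells and 100% = wells with excess untagged CBFb-SMMHC; inhibitors lower the FRET ratio by blocking Runt binding to CBFb-SMMHC; some results filed as inactive read as strong as hits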
TRPML3 ag – activates the human TRPML3 channel; Q8TDD5; HEK293 TRPML3-YFP, Fluo-8 calcium fluorescence; 100% = the carbachol control signal; activation, % at 3 µM; hit rate 0.29% among 220,000; AID 1448;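 active = activation above its plate's cutoff, the mean activation of the plate's test wells plus 3 SD, cut at about 12% in these data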;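 also: 0% = DMSO only wells and 100% = carbachol wells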
Target sequence (Q8TDD5 whole entry, looked up): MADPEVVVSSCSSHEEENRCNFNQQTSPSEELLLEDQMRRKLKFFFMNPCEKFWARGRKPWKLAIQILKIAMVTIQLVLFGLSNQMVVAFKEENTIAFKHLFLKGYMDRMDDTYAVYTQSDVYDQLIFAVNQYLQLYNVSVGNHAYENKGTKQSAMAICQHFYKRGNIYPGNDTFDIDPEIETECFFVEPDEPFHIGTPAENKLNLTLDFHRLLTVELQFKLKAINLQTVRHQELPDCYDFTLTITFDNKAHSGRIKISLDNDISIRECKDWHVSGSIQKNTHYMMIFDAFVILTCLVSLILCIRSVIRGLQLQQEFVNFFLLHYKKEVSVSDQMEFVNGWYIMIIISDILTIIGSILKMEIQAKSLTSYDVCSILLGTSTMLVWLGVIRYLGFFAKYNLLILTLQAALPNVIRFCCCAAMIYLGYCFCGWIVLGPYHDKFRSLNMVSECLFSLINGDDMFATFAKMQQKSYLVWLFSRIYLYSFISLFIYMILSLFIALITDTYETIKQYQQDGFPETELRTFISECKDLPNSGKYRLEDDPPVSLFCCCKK
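Test system – HEK293 line with stable expression of human TRPML3-YFP channel · Control set – carbachol 87 µM final as high control (100%), DMSO as low control (0%) · Signal – Fluo-8 calcium dye fluorescence, ex 470-495, em 515-575 nm · Incubation – 1-h 37 °C dye load, 5-s basal, 120-s post-compound reads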
Starred values were filed as active, the others as inactive; . = no result given; [ ] = remark or other dose.

SMILES	NCF1 inh	PPC-1+TRAIL kill	zfTRPN1 agonist	CHOP inhibitor	EBV gp42 block	TNF death inh	MDM2 E3 inh	Runt-SMMHC FRET	TRPML3 ag
CC(=O)NC(CC(=O)c1ccc([N+](=O)[O-])cc1)C(Cl)(Cl)Cl (centres undefined)	-4	20	1.6	32	-10	2.3	-16	-3	0.7
Nc1nc(NCCOCCO)nc(NCC2CCCO2)c1[N+](=O)[O-] (centres undefined)	-10	20	0.1	0	-10	2.2	-14	1	0.1
COc1ccc(-c2cc(C(F)(F)F)nc(N3CCOCC3)n2)cc1OC	-6	10	-0.1	62	-9	-1.2	-8	0	0.7
CCN1C(=O)C(O)(CC(=O)c2ccc3c(c2)OCCO3)c2ccccc21 (centres undefined)	0	4	1.7	25	-24	0.8	-12	4	-0.4
COc1ccccc1C(=O)N/C(=C\c1ccc(Br)cc1)C(=O)N1CCCC1	-6	12	2.8	1	36	-2.7	-8	2	-0.3
CCCCCCC1CC(C)(/C(C)=N/NC(N)=O)OC1=O (centres undefined)	-3	0	0.8	18	-6	-1.6	-12	-1	0.0
COCCCN(C(=S)Nc1cccc(Cl)c1)C(C)c1ccncc1 (centres undefined)	-7	22	-0.8	9	-5	1.8	-12	-5	0.9
Cc1cccc(Nc2ccccc2C(=O)O)c1C	-2	3	0.2	21	-9	1.1	.	-1	0.1
C=CCn1c(=S)[nH]c2scc(-c3ccco3)c2c1=O	-9	18	1.9	-4	2	0.6	.	2	0.1
COc1ccc(C(=O)Nc2nc(N3C(=O)c4ccccc4C3=O)n(-c3ccccc3)n2)cc1	-6	-22	-0.7	30	-5	-0.9	-14	-17	0.1
CCCNC(=O)[C@H](C)NC(=O)c1ccc(Br)cc1	-9	11	-0.4	-9	2	-3.0	4	-1	0.7
N#C/C(=C\c1cccnc1)C(=O)NC1CCCCC1	-9	9	0.9	-3	-2	-1.7	-6	2	0.9
Cc1ccc(S(=O)(=O)N2CCCCC2)cc1NC(=O)CCOc1ccccc1	-10	9	2.6	16	-6	1.8	-11	-2	0.7
O=C(Cn1nnc(-c2ccccc2)n1)Nc1ccccc1N1CCOCC1	-2	19	0.5	11	-26	1.0	-9	-1	0.9
COC(=O)c1c(C(=O)OC)c(-c2ccccc2)n2c1CS(=O)(=O)C2	11	6	-0.7	-3	16	0.2	-2	-1	0.0
CC1(C)Cc2ccccc2C(Nn2cnnc2)=N1	2	-3	0.7	-7	-19	-2.5	-20	-2	0.9
COc1ccc(CCNC(=O)c2ccc([N+](=O)[O-])cc2)cc1	-1	14	-0.6	0	-8	-1.1	-12	-6	0.2
O=C(Nc1nc(=O)c2ccccc2s1)c1ccc(F)cc1	9	18	0.1	91*	-13	-0.3	-27	28	2.7
CCSc1nnc(NC(=O)C(NC(=O)c2ccc(Cl)cc2)C(C)C)s1 (centres undefined)	-16	-16	-0.4	-1	-17	0.9	11	1	0.1
Cc1cc(C)nc(SCC(=O)NC2=NN=C(c3ccc(Br)cc3)CS2)n1	-16	0	0.5	28	-8	-7.3	-12	36	0.4
O=C1CCC(c2ccccc2)=NN1	3	18	-0.5	-11	-6	0.3	-10	-4	0.3
CC(=O)Nc1ccc(NC(=O)CCCSc2nc3ccccc3s2)cc1	-8	21	1.7	28	-8	0.6	0	-1	0.4
CN1C(=O)NC(c2ccc(O)cc2)C2=C1CN(c1ccc(O)cc1)C2=O (centres undefined)	0	-4	1.9	8	7	0.1	-16	-1	0.2
COCCn1c(SC2CCOC2=O)nc2ccccc2c1=O (centres undefined)	0	1	0.5	16	-8	0.4	-3	-2	0.6
O=C(Cc1ccc(Cl)cc1)c1c[nH]c(C(=O)NCCCn2ccnc2)c1	-11	-14	2.1	-8	-16	1.1	4	-2	0.2
NC(=S)N=Nc1c(O)n(CCCl)c2ccccc12	-2	14	0.5	-19	-16	-0.5	-4	-8	-0.1
Cc1ccc(C2=NN(C(=O)COc3ncnc4ccccc34)C(c3ccco3)C2)cc1 (centres undefined)	-1	18	-1.1	36	-9	-2.5	3	2	0.0
Cc1ccc2[nH]c3c(=S)nc[nH]c3c2c1	2	-1	-0.8	8	-2	0.5	0	15	-0.7
CCOc1ccc(C(=O)N(CN2CCCC2=O)c2cccc(Cl)c2)cc1	-18	12	1.1	-3	-2	0.3	-22	2	0.8
O=C(CN1C(=O)C2CCCCC2C1=O)OCn1nnc2ccccc2c1=O (centres undefined)	-24	11	-0.6	-2	-8	-1.8	-4	1	0.1
COC(C[C@@H](O)[C@H](C)[C@@H](O)COCc1ccccc1)OC	9	-9	.	-26	-12	1.1	1	-5	.
O=c1[nH]c(SCCN2CCOCC2)nc(O)c1-c1ccccc1	-1	-11	0.6	-9	-13	0.8	-12	2	0.4
CC(C)(C(N)=O)c1ccccc1	-8	8	2.1	14	-12	4.2	-4	-1	0.9
CN(C)N1C(N)=C(C#N)C(c2ccsc2)C2=C1CCCC2=O (centres undefined)	-8	9	0.0	-7	-4	1.8	-10	-18	0.1
Cc1cn2c(nc1=O)OC1C(O)C(COC(=O)c3ccccc3)OC12 (centres undefined)	-11	11	2.4	52	-10	0.2	-14	5	-0.1
O=C(NCCC1=CCCCC1)C(=O)NCCc1ccc(Cl)cc1	-3	14	0.7	22	-16	1.1	-14	2	1.3
CCOc1ccc(CN2CCNC(=O)C2CC(=O)NCc2ccccn2)cc1 (centres undefined)	1	-1	1.6	-10	2	-0.5	-1	1	1.0
O=C1CCC(/C=C/c2ccccc2)=NN1	-5	3	1.4	4	-23	-0.3	-7	0	0.1
CC1CCCN(C(=O)C2(NC(=O)Nc3cccc(F)c3)CCCCC2)C1 (centres undefined)	-10	-5	0.3	-8	-19	0.7	7	1	0.0
CCOC(=O)c1sc(-c2ccc(Br)cc2)cc1N	16	11	-0.9	81*	-13	-4.7	-14	-7	0.8
CC(Sc1nnc(Nc2ccccc2)s1)C(=O)Nc1nc(-c2ccccc2)cs1 (centres undefined)	-2	10	0.9	-14	-3	-0.1	0	-1	0.5
CCOC(=O)c1sc(NC(=O)C(C)(C)C)cc1C	4	23	-1.0	22	-7	-2.2	-21	3	-0.5
CCOc1ccc(S(=O)(=O)N2CCCCC2)c(C)c1C	8	20	-1.5	15	3	-0.9	-12	-4	84*
COc1ccccc1C(=O)Nc1c2c(nn1-c1cccc(C)c1C)CS(=O)(=O)C2	1	17	-0.8	46	-8	-1.8	-10	4	-0.3
COc1cccc(C(=O)Nc2ccc(NC(=O)C(C)(C)C)cn2)c1	-6	71*[5 µM]	0.6	-11	-18	0.8	-5	0	0.8
CSCC[C@H](NC(=O)Nc1ccc(C)cc1C)C(=O)O	-3	4	1.9	24	-7	-4.6	-18	2	1.1
CCCC(C(=O)NC1CCCC1)N(Cc1cccs1)C(=O)c1snc(C(N)=O)c1N (centres undefined)	-20	-7	0.8	9	-24	-2.6	-11	0	-0.1
CCOCCn1c(COc2ccccc2)nc2ccccc21	-1	4	-2.0	11	-5	-1.1	-47	-2	-0.9
CCCn1c(=O)c(C(=O)N/N=C/c2ccc(F)cc2)c(O)c2ccccc21	-4	4	2.6	44	-5	0.0	-4	-2	1.3
O=C(/C=C/c1ccccc1Cl)Nc1ccc2c(c1)C(=O)NC2=O	-16	14	0.5	94*	-4	0.9	-13	-10	0.4
(listing goes on)
SMILES	NCF1 inh	PPC-1+TRAIL kill	zfTRPN1 agonist	CHOP inhibitor	EBV gp42 block	TNF death inh	MDM2 E3 inh	Runt-SMMHC FRET	TRPML3 ag
C(=C\c1ccco1)/c1nc2ccccc2[nH]1	-10	16	0.7	30	-8	-5.9	-29	-29	0.5
O=C(CSCCO)Nc1cccc([N+](=O)[O-])c1	-6	8	0.3	19	9	0.9	-6	3	0.9
Nc1nc(-c2ccc(Cl)cc2)nn1C(=O)c1cccnc1	-9	50	0.0	1	1	-2.6	-15	0	0.7
O=C(CSc1nnnn1-c1ccc2c(c1)OCCO2)OC1CCCCC1	-18	5	-0.6	-18	-11	-0.3	7	0	-1.1
CC1(C)CC(=O)C(C=NCCN2CCN(C3CC(=O)N(c4cccc(Br)c4)C3=O)CC2)=C(O)C1 (centres undefined)	-13	8	-1.7	13	-5	-0.9	2	1	0.5
Cn1c(=O)c(-c2ccccc2)c(O)c2ccccc21	-6	18	-1.3	-5	-6	0.4	3	-3	0.1
CC1CCCCN1S(=O)(=O)c1cccc(S(=O)(=O)N2CCOCC2)c1 (centres undefined)	1	-9	4.7	-6	-4	2.3	6	3	2.0
Cc1ccc(Cl)cc1NC(=O)CC1NC2CCCCC2NC1=O (centres undefined)	-5	22	-1.4	-23	2	1.1	-5	-1	-0.1
COc1cccc(CCNC(=O)c2ccc(C#N)cc2)c1	-2	12	3.4	-2	9	0.1	-23	0	0.1
Cc1ccc(Oc2ccc(S(=O)(=O)N3CCOCC3)cc2C(N)=O)c(-n2nc3ccccc3n2)c1	-5	-3	0.2	.	-14	-17	5	4	0.3
Fc1cccc(CSc2nc3ncc(Cl)cc3[nH]2)c1	-14	-15	-0.5	2	-9	6.6	-14	-8	0.3
COc1ccccc1-n1cnc2cc(NS(=O)(=O)c3ccccc3)ccc21	-13	6	0.4	7	-1	-0.6	-23	-1	-0.6
CC(C)=CCSc1nnc([C@@H](NC(=O)OC(C)(C)C)C(C)C)o1	3	6	-1.0	13	-20	-2.9	0	4	-0.7
CCOC(=O)CC(=O)Nc1cc(Cl)ccc1O	-6	12	-1.9	29	4	1.7	-12	-3	0.9
CSc1nc(SCC(N)=O)c2c3c(sc2n1)CN(C)CC3	11	8	1.1	6	-2	0.3	-20	-4	0.9
O=C(Cn1cnc2c(nnn2Cc2ccc(Cl)cc2)c1=O)OCc1ccccc1	8	1	-0.5	23	-7	-2.2	0	2	0.6
O=C(CC(c1ccccc1)c1ccccc1O)NCc1ccccc1Cl (centres undefined)	-12	31	-3.2	13	13	1.7	-10	3	-0.7
Oc1ccc(-c2nc3ccccc3s2)cc1	-17	32	1.0	11	4	-2.7	-53	3	0.5

Limited to EBV gp42 block, NCF1 inh and MDM2 E3 inh (three entries from above):
compound	EBV gp42 block	NCF1 inh	MDM2 E3 inh
CCCn1c(=O)c(C(=O)N/N=C/c2ccc(F)cc2)c(O)c2ccccc21	-5	-4	-4
O=C(/C=C/c1ccccc1Cl)Nc1ccc2c(c1)C(=O)NC2=O	-4	-16	-13
C(=C\c1ccco1)/c1nc2ccccc2[nH]1	-8	-10	-29
